EPAC1 ag: agonists of human EPAC1; EPAC1 agonist qHTS, biochemical assay; response scale: 100% = response to 6.5 mM cAMP; Potency, µM (doses to about 154 µM), for inactives: at the highest dose activation, hits mostly activators; 0.073% of 360,000 active; AID 720707; also: potency is read from the fitted curve at half-maximal effect; nearly all actives have a fitted effect of over 60% in size
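Read-out is the fluorescence drop as BODIPY-GDP leaves Rap1B (480 nm excitation, 540 nm emission), recorded every 5 minutes over 30 minutes. Reactions held 100 nM EPAC1, 250 nM Rap1B–BODIPY-GDP and 50 uM GDP, with 6.5 mM cAMP setting full activation.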
aSyn rescue: inhibitors of alpha-synuclein toxicity in yeast. Yeast expressing alpha-synuclein, growth rescue, BacTiter-Glo, 24 h. Potency, µM (doses to about 46.1 µM), inactives show at the highest dose growth rescue (activation), hits mostly activators. 0.14% of 370,000 active. AID 652106; also: potency is read from the fitted curve at half-maximal effect; % of control where 0% means no effect; nearly all actives have a fitted effect of over 65% in size
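Readout is rescue of growth in alpha-synuclein-expressing yeast, so inhibitors of toxicity appear as activators. Growth after 24 hr at 30 deg C in galactose medium is quantified by luminescence.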
FUS yeast rescue: FUS proteinopathy suppression in yeast | AID 1347120 | S. cerevisiae FUS-expressing, growth rescue, OD600, 24 h | Potency, µM (titrated, usually from 76.6 µM), for inactives: at the highest dose growth rescue (activation), usual class: activators | 0.24% of 390,000 active;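 also: potency is read from the fitted curve at half-maximal effect; plate controls were DMSO vehicle for no effect and reference control for full effect; nearly all actives have a fitted effect of over 55% in size; some results filed as inactive show a strong effect at the top dose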
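FUS-expressing yeast, raffinose-pregrown, induced in 2% galactose minimal medium at OD 0.005; compounds in a dilution series, 24hr at 30C. Growth restoration read as absorbance at 600 nm. CP55940 positive control, DMSO negative.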
EPAC1 antagonist: antagonists of human EPAC1 | EPAC1 GEF assay, Rap1b-BODIPY-GDP exchange fluorescence | AID 720709 | 0.14% of 360,000 active | Potency, µM (doses to about 115 µM), for the others: at the top dose activity change, negative = inhibition, actives largely listed as inhibitors;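 also: potency is read from the fitted curve at half-maximal effect; plate controls were vehicle for no effect and positive control for full effect; nearly all actives have a fitted effect of over 50% in size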
PLK1 PBD inh: PLK1 (human) polo-box domain binding inhibition | Potency, µM, for the others: max response, negative = inhibition, most hits filed as inhibitors | 2.8% of 360,000 active | AID 720504 | P53350 | Plk1 PBD binding of FITC phosphopeptide, fluorescence polarization; also: potency is read from the fitted curve at half-maximal effect; series mostly up to about 57 µM; % is scaled to controls: 0 for no effect and ±100 for the full control effect; nearly all actives have a fitted effect of over 65% in size
Target sequence (P53350 whole entry, looked up, the tested form may be a part): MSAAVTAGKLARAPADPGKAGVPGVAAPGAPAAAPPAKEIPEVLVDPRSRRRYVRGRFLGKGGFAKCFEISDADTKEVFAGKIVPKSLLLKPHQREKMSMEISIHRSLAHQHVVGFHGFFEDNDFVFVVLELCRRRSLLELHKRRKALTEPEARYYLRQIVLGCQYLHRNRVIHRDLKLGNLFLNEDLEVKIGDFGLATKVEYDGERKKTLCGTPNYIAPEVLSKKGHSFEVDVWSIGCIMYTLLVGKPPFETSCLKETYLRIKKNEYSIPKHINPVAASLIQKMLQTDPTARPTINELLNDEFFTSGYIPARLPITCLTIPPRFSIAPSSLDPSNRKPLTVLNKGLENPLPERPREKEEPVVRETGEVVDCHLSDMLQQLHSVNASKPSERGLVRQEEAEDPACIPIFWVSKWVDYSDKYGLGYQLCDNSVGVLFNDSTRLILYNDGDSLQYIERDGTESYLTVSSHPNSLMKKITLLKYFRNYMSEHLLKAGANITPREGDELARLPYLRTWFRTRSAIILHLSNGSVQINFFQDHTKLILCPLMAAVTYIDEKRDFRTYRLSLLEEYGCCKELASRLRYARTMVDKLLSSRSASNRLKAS
Abeta yeast res: compounds reversing amyloid beta toxicity in yeast; Potency, µM (series often up to 46.1 µM), without a hit: at the highest dose growth rescue, usual class: activators; yeast expressing A-beta42, growth rescue, OD600, 48 h; response scale: 0% DMSO, 100% iron-clioquinol control; 0.063% of 410,000 active; also: potency is read from the fitted curve at half-maximal effect; nearly all actives have a fitted effect of over 55% in size
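Yeast growth medium received pinned compounds, then yeast cells expressing toxic A-beta were added; plates incubated at 30 C for 48 hr. Growth read as absorbance at 600 nm, normalized to DMSO and equimolar FeCl3 plus clioquinol controls.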
WRN helicase inh: WRN helicase (human) inhibition. Q14191. 0.46% of 360,000 active. Potency, µM (series often up to 114 µM), for inactives: at the top dose activity change, negative = inhibition, actives largely listed as inhibitors. AID 651768. WRN helicase unwinding, fluorescent forked duplex, kinetic; also: potency is read from the fitted curve at half-maximal effect; % is scaled to controls: 0 for no effect and ±100 for the full control effect; nearly all actives have a fitted effect of over 55% in size
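Kinetic fluorescence helicase assay: unwinding of a quenched forked DNA duplex (100 nM final) with 2 mM ATP final raises red fluorescence (525/598 nm). Compounds sat 15 min at room temperature with 20 nM WRN beforehand.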
PI5P4K alpha inh: PI5P4K alpha (human) kinase inhibition; max response, %; P48426; 1.2% of 330,000 active; PI5P4Kalpha enzyme, ADP-Glo luminescence, 60 min; hits give low values; AID 652105; active = max response of -50% or lower; inconclusive = between -30% and -50%; inactive = -30% or higher; also: value at the top dose of about 77 µM; % is scaled to controls: 0 for no effect and ±100 for the full control effect
Target sequence (P48426 whole entry, looked up): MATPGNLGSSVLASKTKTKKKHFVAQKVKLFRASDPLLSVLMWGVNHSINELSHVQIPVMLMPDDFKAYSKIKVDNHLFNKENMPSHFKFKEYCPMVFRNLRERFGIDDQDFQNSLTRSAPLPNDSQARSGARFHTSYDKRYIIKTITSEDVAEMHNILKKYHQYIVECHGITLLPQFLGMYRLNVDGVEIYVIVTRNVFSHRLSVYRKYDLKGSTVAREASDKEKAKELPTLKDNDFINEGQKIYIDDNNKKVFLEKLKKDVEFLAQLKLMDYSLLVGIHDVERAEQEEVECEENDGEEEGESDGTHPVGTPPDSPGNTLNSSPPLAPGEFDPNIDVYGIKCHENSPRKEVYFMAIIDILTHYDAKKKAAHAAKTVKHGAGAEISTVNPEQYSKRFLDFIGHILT
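Luminescence from ADP-Glo served as readout of PI5P4Kalpha activity in a qHTS format. Reaction: enzyme, substrate, compound, ATP at 5 microM final, 60 min at RT.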
IL-2 act: IL-2 activation | IL-2 activation reporter assay, cell-based qHTS; stimulated with anti-CD3/CD4/CD28 beads; in transgenic mouse T cells | activation, % (series mostly up to about 46 µM) | 0.065% of 360,000 active | AID 652025; in the data active = activation above about 50%; inconclusive = mostly about 30% to 49%; also: 0% is about no effect
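Using fluorescent plate cytometry, EGFP and DsRed are detected in transgenic mouse T cells stimulated 18 h at 37 degrees C with antibody-coated beads after 60 min compound pretreatment.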
Numbers without * were called inactive; ? = inconclusive; / = no result given; & = joins results of further samples; [ ] = remark or other dose. Unless noted, calls follow the shape of the dose curve; as a rule, active = well fitted curve in the direction sought with a large enough effect; inconclusive = small, poorly fitted or top-dose-only effect, or another doubt; inactive = no such curve, though single readings can be large; an effect the other way counts as inactive or inconclusive.

(1) COc1cccc(-c2ccc3c(c2)O[C@@H](CN(C)Cc2cncnc2)[C@@H](C)CN([C@H](C)CO)S3(=O)=O)c1
(2) N#C/C(=C\C1CC=CCC1)c1nc2ccccc2[nH]1 (stereo unspecified)
(3) COC(=O)C1(NC(=O)NC23CC4CC(CC(C4)C2)C3)CCCCC1
(4) Cc1cccc(NC(=O)CN2C(=O)c3ccccc3C2=O)c1C
(5) COc1ccc(-c2c(C)nc(N)nc2-c2ccc(OC)cc2O)cc1
(6) COC(=O)c1ccc(COc2c(F)c(F)cc(F)c2F)o1
(7) O=C(O)[C@@H]1Cc2c([nH]c3ccccc23)C2CCC(=O)N21 (stereo partly specified)
(8) Cc1cccc(OCC(=O)NNC(=O)c2cc(S(=O)(=O)N(C)C)ccc2N2CCCC2)c1
(9) CSc1ccccc1NC(=O)CN(C)CC(=O)NCc1ccccc1
(10) Cc1ccc(-n2nc3c([n+]2[O-])CCc2c-3no[n+]2[O-])cc1

Assay by compound	1	2	3	4	5	6	7	8	9	10
EPAC1 antagonist	-22%	-9%	-17%	0%	-9%	5%	-2%	2%	5%	-3%
Abeta yeast res	6%	-28%	-13%	3%	-3%	5%	8%	0%	1%	14%
aSyn rescue	0%	-10%	-3%	0%	0%	0%	-6%	1%	0%	-1%
WRN helicase inh	-6%	0%	1%	14%	-35%	-9%	-5%	5%	16%	4%
IL-2 act	-2.8	-4.6	0.8	-0.5	1.6	2.1	0.2	-0.4	-0.9	-3.3
FUS yeast rescue	17%	?	-9%	-4%	27%	28%	-15%	9%	6%	6%
PI5P4K alpha inh	3	/	3	2	-20	3	2	1	-2	7
EPAC1 ag	-9%	15%	7%	-14%	-2%	1%	-1%	4%	-8%	0%
PLK1 PBD inh	-17%	-8%	-16%	0%	-7%	0%	-12%	-5%	5%	0%

(11) COc1ccc(/C=N/NC(=O)c2ccc(NC(=O)c3ccccc3Br)cc2)cc1
(12) C=CCn1c(=O)c2c(nc(Br)n2Cc2ccccc2Cl)n(C)c1=O
(13) CCCCN(CC)CCCNC(=S)Nc1ccc2nc(N3CCN(C)CC3)cc(C)c2c1
(14) COc1ccc2cc3c(N)nn(C(=O)Cc4ccc(Cl)cc4)c3nc2c1
(15) Cc1cc(NC(=O)CCC(=O)N(c2cccnc2)C(C(=O)NC2CCCC2)c2ccccc2F)no1 (stereo unspecified)
(16) C#CCOCCOCCOCCNc1nc(N2CCN(C(=O)[C@H](CCC(=O)O)n3cc(CN)nn3)CC2)nc(N2CCN(C(=O)[C@H](CCC(=O)O)n3cc(CN)nn3)CC2)n1
(17) Cc1nc(C(F)(F)F)ccc1C(=O)N1CCC1(C)C(=O)NCc1cccs1 (stereo unspecified)
(18) CCOC(=O)N1CCN(C(=O)C(=O)Nc2sc3c(c2C(=O)O)CC(C)(C)OC3)CC1
(19) COc1ccc(CC(=O)OCC(=O)Nc2cccnc2Cl)cc1OC
(20) CC(C)C[C@H](CO)N(Cc1ccccc1)S(=O)(=O)N(Cc1ccccc1)[C@@H](CO)CC(C)C

Assay by compound	11	12	13	14	15	16	17	18	19	20
EPAC1 antagonist	-3%	2%	6%	9%	8%	1%	1%	13%	14%	-28%
Abeta yeast res	-9%	-33%	-6%	-11%	4%	3%	-12%	-14%	11%	30%
aSyn rescue	2%	-2%	-5%	-3%	-3%	0%	0%	7%	0%	-27%
WRN helicase inh	-2%	2%	-13%	-5%	-1%	-3%	5%	-22%	4%	-17%
IL-2 act	-0.9	-0.2	4.5	-2.0	-0.9	1.9	0.7	-2.8	0.3	-0.8
FUS yeast rescue	-8%	-8%	7%	0%	17%	11%	-25%	10%	5%	29%
PI5P4K alpha inh	6	-5	17	1	-1	0	-2	0	3	-2
EPAC1 ag	12%	-3%	5%	-4%	-3%	3%	-15%	-7%	-3%	-22%
PLK1 PBD inh	-23%	30µM*	-1%	0%	-15%	5%	-2%	-9%	-13%	-2%

(21) Cc1sc2ncnc(N3CCN(Cc4ccccc4)CC3)c2c1-c1ccc(F)cc1
(22) COc1ccc(C)cc1NCc1cc(=O)oc2cc(-c3ccccc3)c(O)cc12
(23) CC(=O)OC1CC(C)(C)N(OC(=O)CCCN2C(=O)c3ccccc3C2=O)C(C)(C)C1
(24) CC(C)c1ccc2nc(NC(=O)C3CC3)sc2c1
(25) CCc1ccc(N(CC)C(=O)c2ccc3c(Cl)c4c(nc3c2)CCC4)cc1
(26) O=C(Nc1nc2ccc(S(=O)(=O)N3CCCC3)cc2s1)C1CCCO1 (stereo unspecified)
(27) O=C(Cc1ccc(Br)cc1)c1ccc(O)cc1O
(28) Cc1nn(-c2ccccc2)c(N2CCCC2)c1/C=C1\N=C(c2ccc(OC(C)C)cc2)OC1=O
(29) CCn1c(SCC(=O)N2CCN(c3ccccc3)CC2)nnc1-c1ccoc1C
(30) O=C(c1ccccc1Sc1ccc([N+](=O)[O-])cc1)N1CCCCC1

Assay by compound	21	22	23	24	25	26	27	28	29	30
EPAC1 antagonist	18%	-8%	0%	-27%	-10%	-8%	0%	24%	2%	-4%
Abeta yeast res	12%	0%	-27%	-57%[inhibitor]	-14%	14%	-65%[inhibitor]	27%	-6%	-14%
aSyn rescue	-1%	3%	14%	-15%	19%	-3%	-11%	9%	-1%	17%
WRN helicase inh	5%	-9%[57.1 µM]	1%	-11%	-3%	0%	-5%	-11%	2%	6%
IL-2 act	1.6	-2.7	-1.7	-0.8	-3.7	0.7	0.1	-0.1	5.0	-0.7
FUS yeast rescue	-3%	9%	22%	-16%	44%	?	-2%	/	26%	6%
PI5P4K alpha inh	-8	-11	-3	4	5	/	15	16	-4	3
EPAC1 ag	-4%	-14%	-7%	-10%	7%	6%	5%	?	0%	1%
PLK1 PBD inh	-8%	3%	-7%	-3%	-28%	-23%	-5%	-17%	-16%	-6%

(31) COc1ccc(OC)c(-n2c(-c3cccc(C)c3)n[nH]c2=S)c1
(32) COc1ccc(-c2nc(CS(=O)CC(=O)NC3CCC(C)CC3)c(C)o2)cc1OC (stereo unspecified)
(33) COc1ccccc1CNC(=O)CCC(=O)N1CC(C)Sc2ccccc21 (stereo unspecified)
(34) CSCCC1NC2(C(=O)Nc3c(Cl)cccc32)[C@@H]2C(=O)N(C3CCCC3)C(=O)[C@H]12 (stereo partly specified)
(35) CCC1(c2ccccc2)NC(=O)N(Cc2ccc(C(=O)OC)cc2)C1=O (stereo unspecified)
(36) CC(NC(=S)Nc1cccc(F)c1)C(c1cccs1)N1CCOCC1 (stereo unspecified)
(37) O=C(CSc1nc(O)cc(=O)n1-c1ccccc1)Nc1nc2ccccc2s1
(38) CCOc1ccc(CNn2nnnc2N)cc1
(39) CC(C)(C)[C@@H]1COC(=O)[C@H](Cc2ccc(F)cc2)CC/C=C\C[C@H](CC(=O)N(CCO)Cc2ccccc2)C(=O)N1
(40) CCOC(=O)N1CCN(C(=O)c2cc(COc3ccc4ncccc4c3)on2)CC1
(41) CC1Sc2ccccc2N(Cc2ccc(OC(F)(F)F)cc2)C1=O (stereo unspecified)
(42) CCOC(=O)CSCc1nc(-c2ccc(Cl)cc2)oc1C

Assay by compound	31	32	33	34	35	36	37	38	39	40	41	42
EPAC1 antagonist	2%	9%	?	-20%	-26%	-14%	?	-13%	-11%	3%	-19%	-5%
Abeta yeast res	-8%	5%	7%&-4%	20%	-20%	5%	-1%	10%	-13%	-3%	17%	-10%
aSyn rescue	-1%	9%	9%	-1%	4%	1%	-3%	6%	-7%	-11%	0%	-6%
WRN helicase inh	-10%	0%	-1%	-15%[57.1 µM]	4%	0%	?	2%	-2%	7%	-6%	-2%
IL-2 act	-0.3	-3.9	-1.1	0.9	-3.7	0.4	4.2	1.3	-0.7	-0.3	-0.5	1.5
FUS yeast rescue	10%	16%	8%&11%	12%	1%	-6%	39%	10%	?	4%	9%	-11%
PI5P4K alpha inh	?	0	8	-11	2	-4	-66*	-2	7	-2	8	0
EPAC1 ag	1%	7%	-2%	1%	-7%	-3%	6%	0%	-9%	6%	-13%	-1%
PLK1 PBD inh	?	?	-12%	-2%	-11%	6%	-25%	-6%	-2%	-18%	-9%	-13%

Reformatted field by field: entries from further up.
31) COc1ccc(OC)c(-n2c(-c3cccc(C)c3)n[nH]c2=S)c1
- EPAC1 antagonist: 2%
- Abeta yeast res: -8%
- aSyn rescue: -1%
- WRN helicase inh: -10%
- IL-2 act: -0.3
- FUS yeast rescue: 10%
- PI5P4K alpha inh: ?
- EPAC1 ag: 1%
- PLK1 PBD inh: ?

32) COc1ccc(-c2nc(CS(=O)CC(=O)NC3CCC(C)CC3)c(C)o2)cc1OC (stereo unspecified)
- EPAC1 antagonist: 9%
- Abeta yeast res: 5%
- aSyn rescue: 9%
- WRN helicase inh: 0%
- IL-2 act: -3.9
- FUS yeast rescue: 16%
- PI5P4K alpha inh: 0
- EPAC1 ag: 7%
- PLK1 PBD inh: ?

33) COc1ccccc1CNC(=O)CCC(=O)N1CC(C)Sc2ccccc21 (stereo unspecified)
- EPAC1 antagonist: ?
- Abeta yeast res: 7%&-4%
- aSyn rescue: 9%
- WRN helicase inh: -1%
- IL-2 act: -1.1
- FUS yeast rescue: 8%&11%
- PI5P4K alpha inh: 8
- EPAC1 ag: -2%
- PLK1 PBD inh: -12%

34) CSCCC1NC2(C(=O)Nc3c(Cl)cccc32)[C@@H]2C(=O)N(C3CCCC3)C(=O)[C@H]12 (stereo partly specified)
- EPAC1 antagonist: -20%
- Abeta yeast res: 20%
- aSyn rescue: -1%
- WRN helicase inh: -15%[57.1 µM]
- IL-2 act: 0.9
- FUS yeast rescue: 12%
- PI5P4K alpha inh: -11
- EPAC1 ag: 1%
- PLK1 PBD inh: -2%

High-throughput results as filed in PubChem.
